Thrombin inh: inhibitors of human thrombin; P00734; alpha-thrombin, Boc-VPR-AMC fluorogenic substrate cleavage; inhibition, % at 5 µM; 220,000 tested, 0.26% active; AID 1046;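 active = inhibition at or above 40%; inactive = inhibition below 40%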;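 note: 0% = enzyme with no compound and 100% = wells without enzyme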
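System – human alpha-thrombin · Medium – pH 7.5 Tris (50 mM) with NaCl 150 mM, Tween 20 0.05% · Compound – single-point dosing at 5 µM, 0.2% DMSO · Incubation – enzyme reaction carried out at room temperature · Technique – fluorescence of released AMC, ex 355 nm, em 460 nm · Read-out basis – % inhibition of thrombin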
KCC2 mod: KCC2 (human) Cl- transport modulation | Q9H2X9 | KCC2 cells, thallium flux FluoZin-2 fluorescence | B-score of Tl+ flux slope (higher = more flux/activation; lower = inhibition) at 10 µM | 190,000 tested, 2.2% active | AID 1456;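 active = thallium flux slope and its plate-corrected score both differing from the plate sample mean at a set confidence after two filtering rounds, in either direction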;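 note: slope of fluorescence scaled to starting intensity during 10 to 20 s after thallium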
PERK inh: blocks human PERK kinase. Q9NZJ5. CHO PERK-DD fusion, SEAP luminescence translation reporter. inhibition, % at 5.6 µM. 220,000 tested, 0.17% active. AID 1416;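 active = inhibition above the mean inhibition of all tested compounds plus 3 SD, set separately per screening campaign, cut at about 2.9% in these data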;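 note: PERK kinase domain activated by AP20187 dimerizer at 100 nM; 0% = DMSO with dimerizer and 100% = rapamycin at 8.4 µM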
Target sequence (Q9NZJ5 whole entry, looked up, the tested form may be a part): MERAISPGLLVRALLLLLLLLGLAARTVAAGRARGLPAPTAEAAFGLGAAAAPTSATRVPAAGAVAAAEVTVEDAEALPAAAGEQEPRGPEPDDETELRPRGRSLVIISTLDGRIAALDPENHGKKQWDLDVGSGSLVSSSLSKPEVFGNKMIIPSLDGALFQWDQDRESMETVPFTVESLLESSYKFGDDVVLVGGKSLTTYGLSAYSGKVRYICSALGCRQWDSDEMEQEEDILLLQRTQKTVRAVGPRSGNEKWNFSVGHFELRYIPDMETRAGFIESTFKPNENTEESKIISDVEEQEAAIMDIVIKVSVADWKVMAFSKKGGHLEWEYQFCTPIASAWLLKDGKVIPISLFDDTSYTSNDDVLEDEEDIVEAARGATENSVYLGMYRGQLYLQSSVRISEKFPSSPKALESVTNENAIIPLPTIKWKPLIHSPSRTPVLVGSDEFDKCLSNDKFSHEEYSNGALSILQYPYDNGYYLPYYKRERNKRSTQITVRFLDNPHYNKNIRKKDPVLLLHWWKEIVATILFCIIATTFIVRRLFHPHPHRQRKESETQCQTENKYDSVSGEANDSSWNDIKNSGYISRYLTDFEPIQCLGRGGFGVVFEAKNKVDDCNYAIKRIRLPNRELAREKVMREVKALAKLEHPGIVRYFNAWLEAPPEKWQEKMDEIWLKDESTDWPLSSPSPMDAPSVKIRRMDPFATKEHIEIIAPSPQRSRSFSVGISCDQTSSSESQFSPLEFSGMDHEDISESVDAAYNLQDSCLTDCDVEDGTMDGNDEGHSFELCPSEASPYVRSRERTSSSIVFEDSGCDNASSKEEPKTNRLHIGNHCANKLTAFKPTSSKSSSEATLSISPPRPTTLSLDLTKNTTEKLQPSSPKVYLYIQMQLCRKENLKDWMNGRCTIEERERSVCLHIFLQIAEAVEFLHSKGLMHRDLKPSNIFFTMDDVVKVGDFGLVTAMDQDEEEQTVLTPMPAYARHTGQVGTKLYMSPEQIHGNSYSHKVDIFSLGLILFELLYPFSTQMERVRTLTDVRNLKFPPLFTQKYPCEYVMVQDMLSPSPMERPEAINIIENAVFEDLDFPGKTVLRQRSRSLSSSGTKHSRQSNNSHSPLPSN
FXIIa inh: blocks human coagulation factor XIIa protease activity; P00748; purified FXIIa, Boc-QGR-AMC fluorogenic substrate, 2 h; inhibition, % at 5 µM; 220,000 tested, 0.3% active; in the data active = inhibition above about 40%;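 note: 0% = enzyme with no compound and 100% = blank without enzyme; many of its hits are not listed in these tables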
FXIa inh: inhibitors of human coagulation factor XIa; P03951; purified FXIa, Boc-Glu-Ala-Arg-AMC fluorogenic substrate; inhibition, % at 5 µM; 220,000 tested, 0.14% active; AID 798;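 active = inhibition of at least 40%; inactive = inhibition below 40%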;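 note: fluorescence of freed AMC excited at 355 nm; 0% = enzyme without compound and 100% = no enzyme blank; many of its hits are not listed in these tables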
m-calpain inh: blocks pig calpain II enzyme activity; purified calpain II, fluorogenic peptide substrate, 30 min; inhibition, % at 16 µM; 220,000 tested, 0.37% active;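 active = inhibition above about 50%, limit read from the data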
Furin inhibitor: inhibitors of human furin | purified furin, fluorogenic substrate cleavage | inhibition, % at 30 µM | 220,000 tested, 0.061% active; in the data active = inhibition above about 25%; note: inactives centre near -15
Rad51 HR inh: Rad51 (human) homologous recombination inhibition; Q06609; hRad51 DNA strand exchange, fluorescence dequenching; inhibition, % at 10 µM; 200,000 tested, 0.085% active;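 active = inhibition above 40% at the single screening dose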;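 note: 0% = DMSO control wells and 100% = blanks with heterologous ssDNA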
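Material: human Rad51–ssDNA filaments; Probe or stimulus: labelled 47-mer dsDNA for strand exchange; Doses: single 10 µM dose; Incubation: 37 °C 15-min filament assembly, 30-min compound preincubation, 15-min exchange; Technique: FRET fluorescence dequenching, excitation 485 nm, emission 520 nm; Measure: Fluorescence-based percent inhibition, control- and blank-normalised; Benchmarks: plate control and blank wells.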
hK5 inh: blocks human kallikrein 5 protease activity; recombinant hK5, fluorogenic AMC substrate cleavage; Q9Y337; AID 873; 210,000 tested, 0.59% active; inhibition, % at 5 µM;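 active = inhibition of 40% or more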;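 note: 0% = enzyme controls without compound and 100% = no-enzyme blanks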
* marks the source's active call; other numbers are inactive results; i = inactive; · = not tested or not shown; [ ] = remark or other dose. These rows are one share of the data. The share of hits here may be higher or lower than overall.

mol	Thrombin inh	KCC2 mod	PERK inh	FXIIa inh	FXIa inh	m-calpain inh	Furin inhibitor	Rad51 HR inh	hK5 inh
Cc1ccc(C(=O)Nc2cccc(S(=O)(=O)N3CCOCC3)c2)cc1[N+](=O)[O-]	-8	·	-0.8	3	-2	-4	-10	-1	-4
CCCCC(=O)Nc1ccc(NC(=S)NC(=O)CCCCl)cc1OC	-6	0.64	0.0	5	2	19	-17	-16	-13
Cc1[nH]n(-c2ccccc2)c(=O)c1-c1ccc(Cl)cc1	-4	·	0.0	11	8	17	-16[20 µM]	2	-2
CC(C)(C)Nc1nc(SCC(=O)Nc2ccccc2)nc(N2CCOCC2)n1	-7	0.32	-1.2	-5	-9	0	-5	-1	-10
COc1cccc(/C=N/NC(=O)c2cc(-c3cccn3C)n[nH]2)c1O	5	-0.66	0.1	-1	7	-3	-8	-8	-21
COc1ccc(C(=O)N/N=C/c2c(CO)cnc(C)c2O)cc1	-11	-0.026	1.0	1	-6	i	8	9	-4
CCOc1ccc(N(CC(=O)Nc2ccc(F)c(F)c2)S(=O)(=O)c2c(C)noc2C)cc1	-6	0.42	0.6	17	2	-33	-33	-2	-2
CC(C)(C)c1cc(N/C=C\c2nnnn2-c2ccc(Br)cc2)no1	1	-0.14	0.6	11	10	-23	-19[20 µM]	4	-7
CCc1cccc(CC)c1NC(=O)Cn1c(-c2ccccc2Cl)nc2ccccc21	-3	-0.027	0.3	10	-1	-17	-13	·	-23
COC(=O)C/C=C/[C@@H](C)[C@@H](/C=N/OC[C@H]1O[C@H](c2ccccc2)C=C[C@@H]1Oc1ccc(OC)cc1)NS(=O)(=O)c1ccc(C)cc1	-1	0.27	-0.5	8	1	-14	-13	·	-9
COC(=O)c1cc(NC(=O)Cc2cc(OC)c(OC)c(OC)c2)cc(C(=O)OC)c1	-23	-0.65	-0.1	8	-7	-13	-20	16	-2
Cc1ccccc1OCC(=O)N1CCCc2ccccc21	-4	-0.5	0.1	3	4	-2	-1	2	-13
O=C(O)c1ccc(N=Nc2c(O)[nH]c3ccccc23)cc1	-4	-1.3	1.3	8	8	17	2	·	5
O=C(Nc1nc(-c2ccccc2)cs1)C1COc2ccccc2O1 (stereo not drawn)	-8	0.17	-0.3	2	-3	7	-19[20 µM]	-4	0
CN(C)CCCN(C(=O)CCc1ccccc1)c1nc2ccc(Cl)cc2s1	-6	-0.65	-0.3	5	2	-11	-20	0	-5
O=C1NCCCN1Cc1ccc(F)cc1Cl	3	0.0054	1.4	11	4	-4	-33	0	-5
COc1ccc(C2NC(C(=O)O)Cc3c2[nH]c2ccccc32)cc1OC (stereo not drawn)	0	·	-0.6	12	-18	-19	-21[20 µM]	-1	5
COc1ccccc1-n1cnnc1SCC(=O)c1ccc[nH]1	-2	·	0.1	-8	-9	-16	-18[20 µM]	1	-17
C/C(=N\OC(=O)c1c(-c2c(F)cccc2Cl)noc1C)c1nccs1	-3	·	0.7	0	-4	0	-19	·	7
CCOCCCNCC(O)c1ccccc1 (stereo not drawn)	-6	0.56	0.8	-3	-1	-3	-27	9	-6
Clc1ccccc1Sc1cnc2ccccc2n1	-3	0.61	1.0	9	5	-10	-24[20 µM]	-1	-8
Cc1ccc(S(=O)(=O)Nc2nc3n(n2)C(c2ccc(Cl)cc2)CC(=O)N3)cc1 (stereo not drawn)	5	·	2.5	18	3	-9	-16[20 µM]	-1	-4
Fc1ccccc1Cn1c2[n+](c3ccc(C(F)(F)F)cc31)CCCCC2	-6	0.24	1.1	9	-5	22	-13	-9	-1
CC(c1nnc(SCC(=O)N2CC(=O)Nc3ccccc32)n1Cc1ccccc1)N(C)C (stereo not drawn)	1	·	-0.8	10	2	-23	-16[20 µM]	7	-15
Cc1c(Cl)cccc1NC(=O)CCCn1nc([N+](=O)[O-])cc1C	-7	-0.38	-0.1	8	-4	18	-16	0	1

2 compounds picked at random from those above, as already listed:
mol	Thrombin inh	KCC2 mod	PERK inh	FXIIa inh	FXIa inh	m-calpain inh	Furin inhibitor	Rad51 HR inh	hK5 inh
O=C1NCCCN1Cc1ccc(F)cc1Cl	3	0.0054	1.4	11	4	-4	-33	0	-5
CCc1cccc(CC)c1NC(=O)Cn1c(-c2ccccc2Cl)nc2ccccc21	-3	-0.027	0.3	10	-1	-17	-13	·	-23

Following part:
mol	Thrombin inh	KCC2 mod	PERK inh	FXIIa inh	FXIa inh	m-calpain inh	Furin inhibitor	Rad51 HR inh	hK5 inh
CCCC(=O)n1nc(NCc2ccc(OC)cc2)nc1NCc1ccc(OC)cc1	4	0.017	0.4	11	-2	45	7	-19	0
Clc1ccc(-c2n[nH]c3c2Cc2ccccc2-3)cc1Cl	0	·	1.4	3	2	16	-24	14	2
O=C(CCCn1c(=S)[nH]c2cc3c(cc2c1=O)OCO3)N1CCN(c2ccccc2)CC1	26	-1.8	0.1	20	15	-137	-14	-4	130*
O=c1[nH]c2ccccc2c(=O)n1Cc1ccccc1	-6	·	-1.1	17	6	-163	-16[20 µM]	1	-7
COc1ccc(-c2nn(C)c(=O)c3ccccc23)cc1CNC(=O)CN1CCOCC1	·	0.32	0.6	·	·	·	-13[20 µM]	4	·
O=C(Cc1ccc(S(=O)(=O)N2CCCCC2)s1)Nc1ccc(F)c(F)c1	2	-0.43	-0.2	17	9	8	-18	·	-7
Cc1cc(C)c(C)c(S(=O)(=O)N2CCN(CC(=O)Nc3ccc([N+](=O)[O-])cc3)CC2)c1C	0	0.42	0.5	10	4	-1	-25	·	-19
C/C=C/c1ccc(OCCOc2ccc(C=O)cc2)c(OC)c1	8	-0.44	0.4	2	-2	14	-2	·	-8
Cc1nc(Br)c(Br)c(C)c1Br	3	0.39	1.8	14	3	-12	-26	-76	6
CC(=O)OC1CC(C)(C)N(OC(=O)CCCN2C(=O)c3ccccc3C2=O)C(C)(C)C1	3	0.13	-0.8	16	4	9	-16	0	-9
COc1ccc(/C=C/C(=O)NC(=S)Nc2ccc(S(N)(=O)=O)cc2)cc1	-5	·	2.5	3	1	-30	6	15	-2
O=C1N/C(=C\c2ccccc2)C(O)=C1C=NCc1ccccc1	-3	-0.2	-0.3	4	-7	13	-1	3	-3
CN(Cc1ccccc1)C(=O)c1ccccc1C(=O)O	-9	0.034	0.4	5	-5	3	-12	-1	-2
CCN(CC)CCNC(=O)/C(=N\O)c1ccccn1	5	-0.59	0.7	4	1	-17	-11	-35	6
CN(Cc1c(F)cccc1Cl)c1ccc(S(=O)(=O)N2CCOCC2)cn1	-1	-0.39	-0.2	16	-4	2	-9	-2	-3
CC1=CC(C)(C)NC(=S)N1c1ccccc1	0	0.01	0.5	19	8	-11	-21[20 µM]	3	4
O=C(NCc1ccccc1Cl)c1ccc2nnsc2c1	0	0.9	1.5	2	10	-13	-26	10	0
CCOC(=O)C1=C(N)OC2=C(C(=O)CC(C)(C)C2)C1c1ccc(C)s1 (stereo not drawn)	-15	-0.39	0.1	-3	1	14	-22	6	-5
CC1(c2ccco2)NC(=O)NC1=O (stereo not drawn)	5	-0.63	0.5	14	6	-15	-29[20 µM]	-2	-13
COc1ccccc1Oc1nc2c(c(=O)n(Cc3ccccc3F)c(=O)n2C)n1C	-7	6.1	-0.1	7	3	-16	-16[20 µM]	3	-17
CCn1ncc(C2=NOC(C(=O)Nc3cccc(C(C)=O)c3)C2)c1C (stereo not drawn)	-8	1.1	0.5	2	-10	-15	-19	-3	-3
COCCN=c1scc(-c2cc(OC)c(OC)c(OC)c2)n1/N=C/c1c(C)[nH]c2ccccc12	-4	-0.78	-0.7	10	2	-16	1	-69	-14
CC1(C)C2CCC1(C)C(OC(=O)C[n+]1ccccc1N)C2 (stereo not drawn)	-3	0.13	-0.1	2	-5	-40	-11	2	-1
CC1=C(C(=O)OC(C)C)C(c2cccs2)NC(=S)N1 (stereo not drawn)	-11	-0.36	0.3	5	-1	-3	-11	2	-3
N#CNC(=Nc1cccc(F)c1)SCc1ccccc1	1	1.9	2.0	23	8	-2	-10	13	-9

A portion from further up, for reference:
mol	Thrombin inh	KCC2 mod	PERK inh	FXIIa inh	FXIa inh	m-calpain inh	Furin inhibitor	Rad51 HR inh	hK5 inh
CCCC(=O)n1nc(NCc2ccc(OC)cc2)nc1NCc1ccc(OC)cc1	4	0.017	0.4	11	-2	45	7	-19	0
Clc1ccc(-c2n[nH]c3c2Cc2ccccc2-3)cc1Cl	0	·	1.4	3	2	16	-24	14	2
O=C(CCCn1c(=S)[nH]c2cc3c(cc2c1=O)OCO3)N1CCN(c2ccccc2)CC1	26	-1.8	0.1	20	15	-137	-14	-4	130*
O=c1[nH]c2ccccc2c(=O)n1Cc1ccccc1	-6	·	-1.1	17	6	-163	-16[20 µM]	1	-7
COc1ccc(-c2nn(C)c(=O)c3ccccc23)cc1CNC(=O)CN1CCOCC1	·	0.32	0.6	·	·	·	-13[20 µM]	4	·

Whole records as entered above.
O=C(CCCn1c(=S)[nH]c2cc3c(cc2c1=O)OCO3)N1CCN(c2ccccc2)CC1 in the list: Thrombin inh = 26; KCC2 mod = -1.8; PERK inh = 0.1; FXIIa inh = 20; FXIa inh = 15; m-calpain inh = -137; Furin inhibitor = -14; Rad51 HR inh = -4; hK5 inh = 130*
O=C1N/C(=C\c2ccccc2)C(O)=C1C=NCc1ccccc1 in the list: Thrombin inh = -3; KCC2 mod = -0.2; PERK inh = -0.3; FXIIa inh = 4; FXIa inh = -7; m-calpain inh = 13; Furin inhibitor = -1; Rad51 HR inh = 3; hK5 inh = -3

Following part:
mol	Thrombin inh	KCC2 mod	PERK inh	FXIIa inh	FXIa inh	m-calpain inh	Furin inhibitor	Rad51 HR inh	hK5 inh
FC(F)(F)c1ccc(Oc2ccc3c(C(F)(F)F)cc(C(F)(F)F)nc3n2)cc1	-1	0.83	0.6	2	-5	-24	-20	-3	-7
CCn1c(=NC(=O)CSC(C)=O)sc2cc(F)ccc21	-2	·	-1.0	-7	-8	-2	0[20 µM]	0	-4
CCc1cc(-c2n[nH]c(=S)n2Cc2ccccc2)cs1	-3	15*	0.3	7	1	17	-13[20 µM]	·	-6
COc1ccc(-c2noc(CN(C(=O)c3cccs3)C(C)C)n2)cc1	2	0.12	-0.9	17	7	5	-3[20 µM]	-3	-13
Cc1ccc2nc(N3CCCCC3)c(C=O)c(=O)n2c1	-1	0.42	0.0	7	1	34	-3	·	2
CSc1ccc(CNC2CC2)cc1	0	·	1.1	6	5	-6	-18[20 µM]	5	1
Cc1ccc2[nH]c(=O)c3cc(C(=O)NCCN4CCN(C)CC4)sc3c2c1	-1	-0.055	0.7	7	3	-405	-27	2	-4
CCCOC(=O)c1ccc(NC(=O)CCC(=O)OCC)cc1	-17	-1.6	1.5	-1	-12	-3	1	3	-3
O=C(Nc1ccc(OC(F)F)c(Cl)c1)c1cccc(OC(F)F)c1	-1	-1.4	0.2	13	2	23	-22[20 µM]	0	-12
CCc1nc2oc3ccccc3c(=O)c2c(=O)n1CCOC	6	·	0.2	16	8	7	-15	1	-10
CN(Cc1nc(-c2ccccn2)no1)S(=O)(=O)c1ccc(Cl)cc1	-8	·	-0.5	-6	-6	-12	3[20 µM]	5	0
COc1cc(NS(=O)(=O)c2cccc3nsnc23)cc(OC)c1	-2	0.73	-1.0	7	4	17	-22[20 µM]	-4	-4

Compound activity deposited in PubChem by several laboratories.
